SENP8 inh = human SENP8 protease inhibitors, primary screen, biochemical, fluorescence, Nedd8 protein substrate, uHTS; Sentrin-specific protease 8 (Homo sapiens), Q96LD8; recombinant SENP8; inhibition, % at 20 µM; hit rate 0.64% among 360,000; AID 602440, 2012; in the data active = inhibition mostly above about 40%, no sharp cut-off; inactive = mostly below about 27%
Target sequence (Q96LD8 whole entry, looked up): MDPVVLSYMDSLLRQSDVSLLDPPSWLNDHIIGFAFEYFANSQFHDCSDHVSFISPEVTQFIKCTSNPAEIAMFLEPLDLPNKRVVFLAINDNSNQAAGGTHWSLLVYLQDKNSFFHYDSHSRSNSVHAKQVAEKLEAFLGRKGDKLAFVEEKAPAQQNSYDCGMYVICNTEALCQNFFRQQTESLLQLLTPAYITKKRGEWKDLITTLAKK
SENP1 FRET inh = human SENP1 catalytic domain inhibitors, primary screen, biochemical, FRET, uHTS | hit rate 0.21% among 360,000 | inhibition, % at 10 µM | recombinant SENP1 catalytic domain, CyPet-SUMO1-YPet FRET cleavage | Sentrin-specific protease 1 (Homo sapiens), Q9P0U3 | AID 624204, 2012;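 active = inhibition at least 30% at 10 µM, raw YFP signal under a set limit, fluorescence ratio 0.5 to 1.5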;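 note: 0% = enzyme with DMSO and 100% = no enzyme wells; some results filed as inactive read as strong as hits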
Target sequence (Q9P0U3 419-644 limits assumed): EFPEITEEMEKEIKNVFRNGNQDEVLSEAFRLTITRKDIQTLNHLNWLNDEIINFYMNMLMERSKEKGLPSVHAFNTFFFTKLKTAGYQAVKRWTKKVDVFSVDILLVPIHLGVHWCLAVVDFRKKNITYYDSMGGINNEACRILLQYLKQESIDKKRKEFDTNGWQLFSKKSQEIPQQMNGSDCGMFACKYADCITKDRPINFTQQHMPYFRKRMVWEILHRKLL
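System: Recombinant human SENP1 catalytic domain, His6-tagged | Incubation: Enzyme reaction for 50 min at room temperature, dark | Medium: Tris pH 8 with BME, BSA, NP40 and catalase | Also added: 25 nM SUMO1 FRET substrate | Compound: 10 µM single point, 0.5% DMSO | Measured by: FRET fluorescence in CFP and YFP emission channels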
Starred values were filed as active, the others as inactive.

cpd | compound | SENP8 inh | SENP1 FRET inh
1 | OC(c1ccc(F)c(F)c1)c1nc(-c2cncnc2)cs1 (stereo not drawn) | 20 | 2
2 | COc1cc(C#N)c(NC(=S)N2CCN(C(=O)c3ccco3)CC2)cc1OC | -12 | 0
3 | O=S1(=O)CC(N2CCN(CC3CC3)CC2)CN1CCc1ccccc1 (stereo not drawn) | 10 | -1
4 | Cc1cc(C)c2nc3sc(=Cc4ccc(-c5ccccc5C(=O)O)o4)c(=O)n3c2c1 | 7 | -27
5 | CC(C)(C)c1ccc(CC(=O)N2CCC2(C)C(=O)NCc2cccc3ccccc23)cc1 (stereo not drawn) | 0 | 1
6 | COc1ccc(S(=O)(=O)NC(=O)C2(C)CCN2C(=O)Cc2cc(C)cc(C)c2)cc1 (stereo not drawn) | 10 | -2
7 | COCCNC(=O)C1(C)Cc2c(-c3cccc(C(F)(F)F)c3)ccnc2O1 (stereo not drawn) | 6 | 1
8 | O=C(NN=Cc1ccc2c(c1)OCO2)c1ccc([N+](=O)[O-])cc1 | 9 | 2
9 | CCCCNc1c(-c2ccc(F)cc2)nc2nc(C)cc(C)n12 | -20 | -10
10 | CC(C)(C)n1nnnc1C(c1ccccc1)N1CCN(C/C=C/c2ccccc2)CC1 (stereo not drawn) | 7 | -1
11 | Cn1c(NCCc2ccncc2)nc2cc(-c3ccccc3)sc2c1=O | -92 | 1
12 | C[C@H](NC(=O)[C@@H]1CCCN1C(=O)OC(C)(C)C)c1ccccc1 | -1 | -2
13 | CC(C)C[C@H]1CN(CCCC[C@@H]2CNC(=O)C(=O)N2CCc2ccccc2)C(=O)C(=O)N1CCc1ccc(O)cc1 | 12 | 3
14 | COc1cccc(-c2cnc(C(O)c3ccc(F)c(F)c3)[nH]2)c1 (stereo not drawn) | 14 | 0
15 | O=C(NCc1cccnc1)c1cc(C2CCCN(C(=O)c3ccccn3)C2)on1 (stereo not drawn) | 7 | -2

Of the compounds above, these have a furan ring, fused or not.
cpd | compound | SENP8 inh | SENP1 FRET inh
2 | COc1cc(C#N)c(NC(=S)N2CCN(C(=O)c3ccco3)CC2)cc1OC | -12 | 0
4 | Cc1cc(C)c2nc3sc(=Cc4ccc(-c5ccccc5C(=O)O)o4)c(=O)n3c2c1 | 7 | -27

Next part
cpd | compound | SENP8 inh | SENP1 FRET inh
16 | CC1=C(C(=O)N2CCOCC2)CC(CC(=O)NCCc2ccccn2)C(=O)N1CCC1=CCCCC1 (stereo not drawn) | 24 | 6
17 | Cc1ccccc1S(=O)(=O)NC(=O)C1(C)CCN1C(=O)Cc1cccs1 (stereo not drawn) | 27 | 0
18 | CCCC(=O)N1CCC1(C)C(=O)Nc1ccc2c(c1)CCN2C(C)=O (stereo not drawn) | 8 | 3
19 | CCc1nc2c(OCc3ccc(C(=O)OC)cc3)cccn2c1N(C)C(=O)CC(C)C | 23 | -2
20 | CCCS(=O)(=O)NC(=O)C1(C)CCCN(C(=O)c2c(F)cccc2F)C1 (stereo not drawn) | 7 | -1
21 | Cc1ccc(CN2C(=O)CCC2(C)c2nnnn2-c2c(C)cccc2C)cc1 (stereo not drawn) | 6 | -2
22 | Cc1ccc(S(=O)(=O)NC(=O)C2(C)CCN2C(=O)C2CC2)cc1 (stereo not drawn) | 18 | 0
23 | CCN(CC)CCN(C)C(c1ccnc2ccccc12)c1nnnn1-c1ccc2c(c1)OCCO2 (stereo not drawn) | 8 | -2
24 | CNc1nc(NCc2ccccc2)c2sccc2n1 | -42 | 0
25 | Cc1ccc(S(=O)(=O)N2C3CCCCC3O[C@H]2CC(=O)c2ccc(F)cc2)cc1 (stereo partly drawn) | 4 | -1
26 | CC1(Cc2ccc(Cl)c(Cl)c2)C(=O)Nc2c(Cl)ccc(Cl)c21 (stereo not drawn) | -6 | 1
27 | CN(Cc1ccccc1)C(=O)c1csc([C@@H]2O[C@H](CO)[C@@H](O)[C@H]2O)n1 | 11 | -1
28 | CCc1nc2c(OCc3ccc(C#N)cc3)cccn2c1N(C)C(=O)C(C)C | 5 | -3
29 | C=CCNC(=O)c1cc2cc(Cl)ccc2nc1N | -387 | -106
30 | CCNC(=O)C1(C)CCN(C(=O)c2cc(C)oc2C)C1 (stereo not drawn) | 16 | 3

New compounds follow
| cpd | compound | SENP8 inh | SENP1 FRET inh |
| --- | --- | --- | --- |
| 31 | COc1ccc(CC(N)c2csc(NC(=O)c3cc(C(C)(C)C)nn3Cc3ccccc3)n2)cc1 (stereo not drawn) | -53 | -32 |
| 32 | CC(=O)O[C@@H]1C[C@H](c2ccccc2)OC(=O)CCCCC1=O | 17 | 3 |
| 33 | CCOc1ccc(CCN2C(=S)N([C@@H](CC(C)C)CN3CCCC3CN3C(=S)NC[C@@H]3Cc3ccccc3)C[C@@H]2CC(C)C)cc1 (stereo partly drawn) | 7 | -2 |
| 34 | COCCNC(=O)C1CCCN(Cc2cccc(C#N)c2)CC1 (stereo not drawn) | 35 | 0 |
| 35 | Cn1c(=O)c2cc(NC(=O)NCc3ccc(F)cc3)ccc2n1Cc1cccc(C(F)(F)F)c1 | -487 | 1 |
| 36 | Cc1cccc(C)c1NC(=O)C1(C)CN(S(C)(=O)=O)CC(=O)N1Cc1cccs1 (stereo not drawn) | 18 | -2 |
| 37 | CCC(c1nnnn1-c1ccc2c(c1)OCCO2)N1CCN(C)CC1 (stereo not drawn) | 12 | 1 |
| 38 | O=C(Nc1c(-c2ccccc2)[nH][nH]c1=O)c1cccc(C(F)(F)F)c1 | 49* | 3 |

More entries follow.
| cpd | compound | SENP8 inh | SENP1 FRET inh |
| --- | --- | --- | --- |
| 39 | O=C1CCC(OCc2ccccc2)CCN1CC[C@@H](Sc1ccccc1)c1ccccc1 (stereo partly drawn) | 17 | 0 |
| 40 | CCCS(=O)(=O)NC(=O)C1(C)CCCN(C(=O)c2cc(F)ccc2C)C1 (stereo not drawn) | 18 | 1 |
| 41 | CC(C)[C@@H]1CC2=C(C(=O)OC(C)(C)O2)[C@H](CCc2ccccc2)O1 | 13 | 2 |
| 42 | CCCCN(C=O)c1c(CC)nc2ccc(C(=O)N3CCN(C)CC3)cn12 | -9 | 1 |
| 43 | COc1cc(CN2C(=O)C(C)ON=C2c2cccs2)cc(OC)c1 (stereo not drawn) | 0 | 0 |
| 44 | CC1(C(=O)NS(=O)(=O)c2cccc(F)c2)CCN1C(=O)CCc1ccc(Cl)cc1Cl (stereo not drawn) | -3 | 1 |
| 45 | COc1ccc(F)cc1-c1cc(C(=O)Nc2ccc(NC(C)=O)cc2)[nH]n1 | 9 | 1 |
| 46 | CCCCNC(=O)C(NC(=O)c1cccs1)C(=O)c1ccccc1 (stereo not drawn) | 19 | 3 |

Remaining list, next part:
| cpd | compound | SENP8 inh | SENP1 FRET inh |
| --- | --- | --- | --- |
| 47 | O=C(NCc1cc(Cl)cc(Cl)c1)c1ccc2nc([C@@H]3O[C@H](CO)[C@H](O)[C@H](O)[C@H]3O)[nH]c2c1 | 11 | -1 |
| 48 | COc1ccc(NC(=O)N2C[C@H]3CON(C)[C@H]3C[C@H]2c2ccc(N3CCCCC3)cc2)cc1 | 13 | 0 |
| 49 | Cc1ccccc1S(=O)(=O)NC(=O)C1(C)CCN1C(=O)Cc1ccc(C(C)(C)C)cc1 (stereo not drawn) | 8 | -1 |
| 50 | OC(c1cccc(Cl)c1)c1ncc(-c2cccc3ccccc23)[nH]1 (stereo not drawn) | -314 | -1 |
| 51 | CC1(Oc2ccc(Cl)cc2)CCN(Cc2csc3ccccc23)C1 (stereo not drawn) | 5 | 0 |
| 52 | COc1cccc(-c2cnc3c(NC=O)cc(-c4ccoc4)cn23)c1 | -199 | -18 |
| 53 | CC(O)(c1cccc(F)c1)c1nc(/C=C/c2ccccc2)cs1 (stereo not drawn) | -25 | 1 |
| 54 | COC(=O)[C@]12CCCCC=C1N(Cc1ccc(Cl)cc1Cl)C(=O)[C@H](CC(=O)NCc1ccccc1)C2 | 5 | 3 |

Continuation.
| cpd | compound | SENP8 inh | SENP1 FRET inh |
| --- | --- | --- | --- |
| 55 | O=C1NC[C@@H](CCCCN2C[C@H](Cc3ccc(O)cc3)N(CCc3ccc(O)cc3)C(=O)C2=O)N(Cc2ccccc2)C1=O | 16 | 0 |
| 56 | Clc1ccc(-c2cccc3nccn23)cc1 | -478 | 1 |
| 57 | Fc1ccc(-c2nc3c(Cl)cc(C(F)(F)F)cn3c2Cc2ccsc2)cc1 | -210 | -5 |
| 58 | CCOC(=O)C1(C)CCCN(C(=O)c2cccs2)C1 (stereo not drawn) | 26 | 0 |
| 59 | CCCNC(=O)C1(C)CCN(Cc2csc3ccccc23)C1 (stereo not drawn) | 12 | 1 |
| 60 | CC1(C(=O)NS(=O)(=O)c2ccccc2Cl)CCN1C(=O)CCc1ccccc1 (stereo not drawn) | 4 | 1 |
| 61 | OCC[C@@H]1C[C@H](O)[C@@H](O)[C@]2(OCc3cc(Cl)ccc32)O1 | 18 | 1 |
| 62 | S=C(SSC(=S)N1CCOCC1)N1CCOCC1 | 13 | -1 |

6 structures from above, sorted by SMILES length, descending.
| cpd | compound | SENP8 inh | SENP1 FRET inh |
| --- | --- | --- | --- |
| 55 | O=C1NC[C@@H](CCCCN2C[C@H](Cc3ccc(O)cc3)N(CCc3ccc(O)cc3)C(=O)C2=O)N(Cc2ccccc2)C1=O | 16 | 0 |
| 61 | OCC[C@@H]1C[C@H](O)[C@@H](O)[C@]2(OCc3cc(Cl)ccc32)O1 | 18 | 1 |
| 57 | Fc1ccc(-c2nc3c(Cl)cc(C(F)(F)F)cn3c2Cc2ccsc2)cc1 | -210 | -5 |
| 58 | CCOC(=O)C1(C)CCCN(C(=O)c2cccs2)C1 (stereo not drawn) | 26 | 0 |
| 62 | S=C(SSC(=S)N1CCOCC1)N1CCOCC1 | 13 | -1 |
| 56 | Clc1ccc(-c2cccc3nccn23)cc1 | -478 | 1 |

Later entries
| cpd | compound | SENP8 inh | SENP1 FRET inh |
| --- | --- | --- | --- |
| 63 | COc1ccc(OC)c(CN2C(=O)CSCC2(C)C(=O)NC(C)C)c1 (stereo not drawn) | 15 | 2 |
| 64 | COc1ccc(NC(=O)C2(C)CCN2C(=O)c2ccccc2CCc2ccccc2)cc1OC (stereo not drawn) | 23 | 2 |
| 65 | CC1(C(=O)Nc2ccc3[nH]ncc3c2)CCN1C(=O)C1(c2ccccc2)CC1 (stereo not drawn) | 14 | 0 |
| 66 | Nc1ncnc2c1ncn2[C@@H]1O[C@H](C(=O)N2CCCN(Cc3ccccc3F)CC2)[C@@H](O)[C@H]1O | 18 | 3 |
| 67 | CCN(CC)C(=O)c1cccc(-c2csc(C(NC(C)=O)c3cccc(OC)c3)n2)c1 (stereo not drawn) | -1 | 2 |
| 68 | CC(C)Oc1ccc(F)cc1-c1cc(C(=O)NCc2ccc(C(F)(F)F)cc2)[nH]n1 | 28 | 1 |
| 69 | CCOC(=O)[C@]12CCCC=C1N(Cc1ccc(Cl)cc1Cl)C(=O)[C@H](CC(=O)NCC1CCCCC1)C2 | 3 | 0 |
| 70 | O=S1(=O)CC(O)C(O)CS1 (stereo not drawn) | 5 | -1 |

Additional results follow.
| cpd | compound | SENP8 inh | SENP1 FRET inh |
| --- | --- | --- | --- |
| 71 | Cc1ccc(S(=O)(=O)NC(=O)C2(C)CCN2C(=O)C2(c3ccc(Cl)cc3)CC2)cc1 (stereo not drawn) | 19 | 1 |
| 72 | CC(=O)c1ccc(-c2cccc3nccn23)cc1 | -382 | 3 |
| 73 | C=C1C(=O)[C@]23C[C@H]1CCC2[C@@]1(C)C(C[C@@H]3O)[C@](C)(C(=O)OC)CC[C@@H]1O (stereo partly drawn) | 19 | 3 |
| 74 | Nc1ncnc2c1ncn2[C@@H]1O[C@H](CNC(=O)[C@@H](N)Cc2ccc(C(=O)c3ccccc3)cc2)[C@@H](O)[C@H]1O | 17 | 3 |
| 75 | CCc1nc2ccc(C(=O)Nc3ccc(Cl)c(Cl)c3)cn2c1N(C)Cc1ccc(OC)cc1 | -15 | -95 |
| 76 | Cc1ccc(S(=O)(=O)N2C[C@H]3[C@H]4C(=O)N(c5ccccc5)C(=O)[C@H]4CC(=O)[C@H]3[C@@H]2c2ccc(Cl)cc2)cc1 | 24 | -4 |
| 77 | CCC(c1nc2ccccc2[nH]1)n1c(=O)c(-c2ccccc2)nc2ccccc21 (stereo not drawn) | -212 | -4 |
| 78 | CC1(C(=O)NCCC#N)CCN1C(=O)C1(c2ccccc2)CC1 (stereo not drawn) | 22 | 1 |
| 79 | CCCCC[C@@H](C)N1C[C@@H](COCc2ccccc2)Oc2cc(N3CC[C@H](N(C)C)C3)ccc2S1(=O)=O | 1 | 0 |
| 80 | c1ccc(-c2cc3nc(NCC4CC4)nc(NCC4CCCCC4)c3s2)cc1 | -320 | -3 |
| 81 | CC(C)N1C(=O)c2ccccc2NC(=O)C1C(=O)NCc1ccccc1 (stereo not drawn) | 15 | 2 |

Some values from above.
CCCCC[C@@H](C)N1C[C@@H](COCc2ccccc2)Oc2cc(N3CC[C@H](N(C)C)C3)ccc2S1(=O)=O in SENP8 inh is entered as 1
COC(=O)[C@]12CCCCC=C1N(Cc1ccc(Cl)cc1Cl)C(=O)[C@H](CC(=O)NCc1ccccc1)C2 in SENP8 inh is entered as 5
COc1ccc(S(=O)(=O)NC(=O)C2(C)CCN2C(=O)Cc2cc(C)cc(C)c2)cc1 (stereo not drawn) in SENP1 FRET inh is entered as -2

Not all compounds are listed; count on the stated rates, not on these rows.
